Source: PubChem (National Center for Advancing Translational Sciences (NCATS))
WRN helicase inh = WRN helicase (human) inhibition; Potency, µM (titrated, usually from 114 µM), without a hit: at the highest dose activity change, negative = inhibition, actives largely listed as inhibitors; WRN helicase unwinding, fluorescent forked duplex, kinetic; hit rate 0.46% among 360,000; AID 651768; further: potency means the concentration at half of the fitted maximal effect; on the % scale 0 is the no-effect control and ±100 the full control effect; nearly all actives have a fitted effect of over 55% in size
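WRN at 20 nM final was preincubated with compound for 15 min at room temperature; reaction started with 100 nM forked duplex oligonucleotide carrying fluorophore and quencher plus 2 mM ATP (final). Unwinding followed kinetically by red fluorescence (ex 525/em 598 nm).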
GLP1R ag = agonists of human GLP-1 receptor. hit rate 0.007% among 380,000. P43220. AID 624172. HEK293 GLP-1R CRE-luciferase, luminescence, 4-6 h; cells express a hypersensitive GLP-1R form. Potency, µM (doses to about 45.6 µM), inactives show top-dose activation, most hits filed as activators; further: potency means the concentration at half of the fitted maximal effect; % of control where 0% means no effect
D3 ag = D3 dopamine receptor (human) agonism. hit rate 0.58% among 410,000. D3R DiscoveRx beta-arrestin cells, luminescence, 90 min. max activation, %. P35462. AID 652048; in the data active means max activation above about 30%; further: 0% is about no effect; mostly tested at two doses, the higher about 12 µM
Target sequence (P35462 whole entry, looked up): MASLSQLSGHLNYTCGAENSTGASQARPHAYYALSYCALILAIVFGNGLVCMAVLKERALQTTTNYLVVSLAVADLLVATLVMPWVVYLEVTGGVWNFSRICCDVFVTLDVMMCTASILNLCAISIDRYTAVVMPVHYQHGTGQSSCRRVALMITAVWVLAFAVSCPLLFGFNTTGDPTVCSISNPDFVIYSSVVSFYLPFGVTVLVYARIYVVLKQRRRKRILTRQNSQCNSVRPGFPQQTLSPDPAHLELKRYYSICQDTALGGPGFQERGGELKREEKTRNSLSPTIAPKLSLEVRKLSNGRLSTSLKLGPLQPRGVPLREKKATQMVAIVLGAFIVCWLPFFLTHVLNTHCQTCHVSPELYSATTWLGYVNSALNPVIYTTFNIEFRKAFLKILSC
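Agonist-mode cell screen: cells plated at 1500/well and incubated overnight at 37 °C, then exposed to library compounds for 90 min at 37 °C. Detection reagent was added for 30–60 min at room temperature, and luminescence was read.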
PLK1 PBD block = blocks phosphopeptide binding to human PLK1 polo-box domain. Plk1 PBD binding of FITC phosphopeptide, fluorescence polarization. P53350. hit rate 2.8% among 360,000. AID 720504. Potency, µM, for the others: max response, negative = inhibition, most hits filed as inhibitors; further: potency means the concentration at half of the fitted maximal effect; series mostly up to about 57 µM; on the % scale 0 is the no-effect control and ±100 the full control effect; nearly all actives have a fitted effect of over 65% in size
GLP-1R inv ag = inverse agonists of human GLP-1 receptor. HEK293 GLP-1R CRE-luciferase, luminescence, 24 h; GLP-1R form is constitutively active. hit rate 1.6% among 410,000. Potency, µM (top dose mostly 38.3 µM), for the others: at the highest dose activity change, negative = inhibition, hits mostly inhibitors. P43220; further: potency means the concentration at half of the fitted maximal effect; on the % scale 0 is the no-effect control and ±100 the full control effect; nearly all actives have a fitted effect of over 55% in size
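Constitutively active GLP-1R drives a cAMP-responsive luciferase in stably transfected HEK293 cells; test compounds are added after overnight (12 h) attachment and left 24 hr, and signal loss in luminescence marks inhibition.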
GLP1R cytotox = cytotoxicity in counter-screen for GLP-1R inverse agonists; Potency, µM (top dose mostly 38.3 µM), for inactives: at the highest dose activity change, negative = inhibition, hits mostly inhibitors; HEK293 cAMP-luciferase reporter cells, luminescence, 24 h; hit rate 0.13% among 410,000;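 further: loss of luciferase light is scored as toxicity; potency means the concentration at half of the fitted maximal effect; on the % scale 0 is the no-effect control and ±100 the full control effect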
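To flag toxic compounds, the library was rerun on cells for 24 hr at 37 deg C and 5% CO2. Viability-linked luminescence was captured 12 min after adding luciferase detection reagent.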
IL2 activator = activators of IL-2; IL-2 activation reporter assay, cell-based qHTS; stimulated with anti-CD3/CD4/CD28 beads; in transgenic mouse T cells; hit rate 0.065% among 360,000; activation, % (series mostly up to about 46 µM); AID 652025; in the data active means activation above about 50%; inconclusive means mostly about 30% to 49%; further: 0% is about no effect
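Unstimulated transgenic mouse T cells preincubated 60 min with compound, then stimulated with anti-CD3/anti-CD4-coated beads plus anti-CD28 for 18 h at 37 degrees C. IL-2 response read as EGFP and DsRed fluorescence by plate cytometry.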
PI5P4Ka inh = inhibitors of human PI5P4K alpha | PI5P4Kalpha enzyme, ADP-Glo luminescence, 60 min; hits give low values | max response, % | hit rate 1.2% among 330,000 | AID 652105; active means max response of -50% or lower; inconclusive means between -30% and -50%; inactive means -30% or higher; further: value at the top dose of about 77 µM; on the % scale 0 is the no-effect control and ±100 the full control effect
Target sequence (P48426 whole entry, looked up): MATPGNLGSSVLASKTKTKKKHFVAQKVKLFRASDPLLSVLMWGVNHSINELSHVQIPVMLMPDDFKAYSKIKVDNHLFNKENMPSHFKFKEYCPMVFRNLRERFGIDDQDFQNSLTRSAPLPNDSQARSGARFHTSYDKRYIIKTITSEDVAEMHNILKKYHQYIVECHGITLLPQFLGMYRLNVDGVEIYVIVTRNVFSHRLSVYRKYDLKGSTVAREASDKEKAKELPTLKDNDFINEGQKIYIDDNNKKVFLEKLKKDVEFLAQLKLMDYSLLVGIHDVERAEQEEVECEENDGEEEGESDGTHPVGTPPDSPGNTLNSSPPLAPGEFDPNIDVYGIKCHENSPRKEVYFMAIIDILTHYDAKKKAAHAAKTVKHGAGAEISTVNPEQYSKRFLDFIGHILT
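Compounds were pin-transferred onto PI5P4Kalpha and substrate in HEPES pH 7.4 buffer with EGTA, CHAPS and 5% DMSO. ATP (5 microM final) started the reaction, which ran 60 minutes at room temperature before ADP-Glo detection.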
D3 antag = D3 dopamine receptor (human) antagonism; hit rate 2.5% among 360,000; P35462; D3R cells, DiscoveRx beta-arrestin luminescence, antagonist mode; hits give low values; max response, negative = inhibition, %; in the data active means max response below about -50%; inconclusive means no clear call, values can overlap the other calls; further: on the % scale 0 is the no-effect control and ±100 the full control effect; mostly tested at two doses, the higher about 12 µM
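Cells expressing the human receptor were seeded at 1500 cells/well, incubated overnight at 37 degrees C in 5% CO2, then exposed to library compounds with dopamine controls for 90 minutes at 37 degrees C before luminescent detection.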
* = called active by the depositor; ? = inconclusive; / = not tested or not shown; [ ] = another dose, or the depositor's remark. Unless noted, the call rests on the fitted dose curve; in most records, active means well fitted curve in the direction sought with a large enough effect; inconclusive means small, poorly fitted or top-dose-only effect, or another doubt; inactive means no such curve, though single readings can be large; an effect the other way counts as inactive or inconclusive. Hits appear at their usual frequency. About 7.8% of those tested had a hit in this group.

SMILES	WRN helicase inh	GLP1R ag	D3 ag	PLK1 PBD block	GLP-1R inv ag	GLP1R cytotox	IL2 activator	PI5P4Ka inh	D3 antag
CN(Cc1ccccc1)C(=O)c1c[nH]c2ccc(S(=O)(=O)N3CCOCC3)cc2c1=O	-3%	-1%	0	7%	0%	-2%	-4.5	-1	5
CCc1nn(CC(=O)Nc2ccc(Br)c(C)c2)c(=N)s1	-1%	0%	-20	-8%	?	14%	-4.2	-1	-27
COc1cccc(NC(=O)CSCC(=O)Nc2ccccc2)c1	-9%	1%	-5	-2%	-39%	3%	1.8	-6	9
Cc1nc(C(=O)NCCC(C)C)sc1C1(C)CC(c2cccc([N+](=O)[O-])c2)=NO1 (stereo unspecified)	-6%	-2%	2	-11%	?	8%	0.2	2	19
O=C(Nc1ccc(F)c(Cl)c1)c1ccc2sc([C@@H]3O[C@H](CO)[C@H](O)[C@H](O)[C@H]3O)nc2c1	1%[57.1 µM]	-2%	3	-2%	19%	-2%	-0.4	10	-2
COc1ccc(CN(C)C(=O)COC(=O)c2c(-c3ccccc3Cl)noc2C)cc1	2%	11%	-5	36%[activator]	?	-11%	-5.1	-4	-11
CC(C)CC(=O)Nc1ccc(C(=O)COC(=O)C2CCC2)cc1	3%	-8%	5	-16%	10%	1%	-4.7	-1	-10
CC(=O)N1CC=CC1(CC(C)C)C(=O)NCCc1c[nH]c2ccccc12 (stereo unspecified)	-10%	-1%	-10	-20%	13%	6%	-0.5	5	-20
COc1cc(NC(=O)CN(c2ccc(C)cc2)S(=O)(=O)c2c(C)n[nH]c2C)cc(OC)c1	1%[57.1 µM]	-1%	1	-3%	-7%	-16%	0.2	4	-6
Cc1ccc2nc(-c3ccccc3)c(CC3CCCCC3)n2c1	-8%	-5%	-7	-8%	-30%	1%	-0.8	-26	-10
Cc1c(NC(=O)c2ccc(-c3cccc([N+](=O)[O-])c3)o2)c(=O)n(-c2ccccc2)n1C	6%	-2%	5	0%	11%	-3%	-1.4	0	-1
COc1ccc(/C=N/c2c(-c3ccco3)nc3ccccn23)cc1OC	?	4%	-2	-4%	0%	1%	0.5	/	27
O=C(COC(=O)c1ccc(Cl)nc1)NCCNC(=O)COC(=O)c1ccc(Cl)nc1	7%	-11%	1	-4%	12%	-8%	-3.5	6	-16
O=C(Nc1ncc(S(=O)(=O)c2ccc([N+](=O)[O-])cc2)s1)c1ccccc1F	-1%	-5%	-16	?	7%	-2%	-1.5	-3	-10
O=C(Nc1ccc(-c2nc3ccc(NC(=O)c4cccs4)cc3[nH]2)cc1)c1cccs1	-23%[57.1 µM]	2%	2	?	-10%	6%	-0.6	?	0
Cc1c(C)c(C)c(S(=O)(=O)N2CCNCC2)c(C)c1C	2%[57.1 µM]	8%	1	-26%	?	26%	1.9	6	0
Cc1ccc(CNC(=O)C2CCCN(Cc3cnn(-c4ccccc4)c3-n3cccc3)C2)cc1 (stereo unspecified)	-10%	-2%	3	1%	5%	3%	-1.7	8	-11
O=C(COC(=O)c1ccc(Cl)nc1)NCc1ccc(F)cc1	-33%	0%	-8	-13%	-3%	3%	1.5	-7	-50*
CC1(C)Cc2c(sc3nc(N/N=C/c4ccccc4)[nH]c(=O)c23)CO1	0%	10%	-5	-5%	19%	3%	-3.2	-9	?
CCOC(=O)c1c(NC(=O)CCN2C(=O)c3cccc([N+](=O)[O-])c3C2=O)sc(C(=O)OC(C)C)c1C	5%	-3%	-8	-6%	13%	7%	-0.6	2	-13

Two records picked at random from those above:
SMILES	WRN helicase inh	GLP1R ag	D3 ag	PLK1 PBD block	GLP-1R inv ag	GLP1R cytotox	IL2 activator	PI5P4Ka inh	D3 antag
CC1(C)Cc2c(sc3nc(N/N=C/c4ccccc4)[nH]c(=O)c23)CO1	0%	10%	-5	-5%	19%	3%	-3.2	-9	?
Cc1c(C)c(C)c(S(=O)(=O)N2CCNCC2)c(C)c1C	2%[57.1 µM]	8%	1	-26%	?	26%	1.9	6	0

More structures
SMILES	WRN helicase inh	GLP1R ag	D3 ag	PLK1 PBD block	GLP-1R inv ag	GLP1R cytotox	IL2 activator	PI5P4Ka inh	D3 antag
Cc1cccc2cc(C#N)c(NCCNC(=O)COc3ccccc3)nc12	1%	-4%	-10	-11%	8%	26%	1.7	11	-28
Nn1c(SCC(=O)Nc2ccc3c(c2)OCCO3)nnc1-c1ccccn1	-4%[57.1 µM]	-2%	-2	-1%	-7%	0%[1.53 µM]	0.2	4	-2
CCOC(=O)c1sc(=NC(=O)c2ccc(Br)cc2)n(C)c1C	-9%	-2%	3	-4%	21%	7%	-0.2	-1	3
COc1ccc(CNC(=O)COc2ccc(Br)c(C)c2)cc1	0%	10%	2	-2%	?	1%	-0.6	2	9
COc1ccc(N(C(=O)CCC(=O)Nc2cc(C)on2)C(C(=O)NC2CCCC2)c2ccco2)cc1 (stereo unspecified)	-3%[57.1 µM]	5%	-4	-2%	4%	10%	1.7	6	15
COC(=O)c1ccccc1NC(=O)CN(c1c(C)cccc1C)S(C)(=O)=O	3%	-1%	-1	0%	-17%	-18%	0.2	3	10
CCOc1ccc(CCNC(=O)CN(C)S(=O)(=O)c2ccc3c(c2)CCC(=O)N3)cc1OCC	4%	-6%	-4	-8%	15%	3%	-1.3	/	-16
COc1ccc(/C(N)=N/OC(=O)Cc2ccc(C)cc2)cc1	-27%[57.1 µM]	6%	0	-9%	-28%	0%	-4.5	7	16
COc1ccc(C(=O)Nc2nc(-c3ccc(S(=O)(=O)N4CCOCC4)cc3)cs2)cc1	7%	-15%	29	-15%	-21%	-21%	-1.2	-9	54
CCN(CC)c1ccc(NC(=O)c2cc3c(OC)cccc3[nH]2)cc1	-2%	12%	-6	-7%	?	-1%	3.9	5	-8
Cc1cccc(-c2nsc(SCC(=O)Nc3ccc4c(c3)OCO4)n2)c1	-11%	6%	-1	-24%	-27%	-16%	-2.5	0	-1
O=C(CC1C(=O)NCCN1Cc1c(F)cccc1Cl)NCCCOc1cccnc1 (stereo unspecified)	0%	6%	4	-8%	6%	12%	0.0	5	-25
Cc1cccc(OCc2nnc(SC(C)C(=O)O)n2Cc2ccccc2)c1 (stereo unspecified)	-4%	0%	-3	-1%	-7%	-3%	0.5	-20	3
CCCc1cc(=O)[nH]c2nnc(SCC(=O)N3CC(C)OC(C)C3)n12 (stereo unspecified)	-5%	3%	6	2%	4%	4%	-4.0	-2	13
O=C(CSc1nnc(-c2ccc(F)cc2)o1)Nc1ccc(S(=O)(=O)N2CCCC2)cc1	-5%	-2%	10	0%	0%	-14%	-1.3	/	11
O=C(Nc1csnn1)c1csnn1	13%	4%	2	1%	49%[activator]	-1%	1.9	-8	13
O=C(COc1cc(F)ccc1[N+](=O)[O-])NCCN1C(=O)CSC1=O	-15%	-6%	6	-8%	16%	4%	-3.6	-2	27
COc1ccc(CCNC(=O)c2cc(C)oc2C)cc1OC	-1%	5%	-4	5%	11%	-21%	-0.5	3	-12
Cc1cc(C)c2c(=O)n(CC(=O)NCCCN3CCOCC3)sc2n1	-3%	-8%	4	1.5µM*	2%	2%	-3.5	-101*	-22
COc1ccc(NC(=S)N(CCC(C)C)C2CCN(C(C)=O)CC2)cc1	-3%[57.1 µM]	11%	-1	-23%	-2%	-1%	1.8	4	3
COC(=O)c1ccc[n+](CC(=O)Nc2ccc(OC(F)F)cc2)c1	-5%	1%	2	-18%	-41%	-30%	0.5	6	11
CCOC(=O)/C(=C/c1cn(C)c2ccccc12)NC(=O)c1ccccc1	3%	7%	6	-9%	-20%	-2%	0.4	1	-3
CCOc1ccc(NC(=O)CN(C)C(=O)c2cc(S(=O)(=O)N3CCCCC3)ccc2C)cc1OCC	6%	2%	4	0%	2%	-9%	0.3	-1	7
Cc1cccc(/C=N\NC(=O)c2ccccc2-n2cccc2)c1	2%	3%	-5	-9%	-27%	-4%	2.1	-1	15
COc1ccc(N2CCN(C(c3nnnn3C3CCCC3)C(C)C)CC2)cc1 (stereo unspecified)	-1%	5%	-3	0%	3%	0%	-3.3	2	11
CCN(CC)C(=O)N1CCN(S(=O)(=O)c2c(C)cc(C)cc2C)CC1	0%	7%	0	-14%	?	-4%	0.2	0	11
O=C(CSc1nnc(-c2cccnc2)o1)Nc1ccc(Cl)cc1	-1%	7%	6	-13%	28%	-5%	-0.4	-1	9
COC(=O)C[C@@H]1C[C@H]2c3cc(NS(C)(=O)=O)ccc3O[C@H]2[C@H](CO)O1	5%	-5%	-5	-26%	2%	0%	3.3	8	13
Cc1cccc(S(=O)(=O)N(C)C[C@@H]2OCc3cnnn3CCCC(=O)N([C@H](C)CO)C[C@H]2C)c1	4%	6%	5	-19%	7%	3%	-0.8	-1	17
O=C1NC(=O)C(CC(=O)N(Cc2cccs2)C2(C(=O)NC3CCCCC3)CCCCC2)N1 (stereo unspecified)	-7%	0%	4	-8%	12%	-17%	-1.8	8	23
CCCCN(C)C(=O)C1CCC(=O)N(c2cc(OC)c(OC)c(OC)c2)C1c1ccc(OC)cc1 (stereo unspecified)	-6%	1%	-1	-7%	0%	12%	0.5	2	-17
COc1ccc2oc(C(=O)OCC(=O)N(Cc3ccccc3)C(C)(C)C)c(C)c2c1	-4%	-5%	0	-7%	?	-3%	-1.4	-3	-3
CC(C)Cn1c(N)c(C(=O)COC(=O)[C@H](C)NC(=O)c2ccccc2Cl)c(=O)n(C)c1=O	-1%	4%	2	-3%	9%	-1%	-1.6	7	9
CC(C)=NOc1nc(N(C)C)nc(N(C)C)n1	21%	-15%	2	0%	3%	16%	1.2	7	28
Cn1c(Sc2ccc(C(F)(F)F)cc2[N+](=O)[O-])nnc1-c1ccccc1	-2%	-7%	8	0%	2%	-20%	-0.1	/	32
CCn1c(=O)cc(N2CCN(Cc3ccccc3)CC2)[nH]c1=O	5%	-5%	2	-4%	5%	-28%	-1.3	-6	11
NNC(=O)/C(=C\c1cccs1)NC(=O)c1ccccc1	-6%	-3%	-1	5%	-2%	-14%	0.8	13	17
C/C(=N\NC(=S)NCCc1ccccc1)c1cccs1	-31%	24%	-6	-23%	?	?	2.2	32	-12
COc1cccc(CN(C)C(=O)CNC(=O)c2cccs2)c1OC	2%	3%	9	0%	8%	-11%	-3.8	-2	10
